# proKLK7 act = activates the human kallikrein-7 zymogen | P49862 | purified proKLK7, EDANS-DABCYL substrate fluorescence; 100% is mature enzyme control, 0% vehicle | activation, % at 7 µM | actives 0.9% (n = 370,000) | AID 652039;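 active = activation above the mean of all tested compounds plus 3 SD, computed per campaign excluding outliers beyond control limits, cut at about 13% in these data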
# ARFGAP1 inhibitor = inhibits rat ARF GTPase activating protein 1. inhibition, % at 16.5 µM. Arfgap1-stimulated ARF1 GTP hydrolysis, GDP FP detection. Q62848. actives 0.26% (n = 360,000);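 active = inhibition above a per-plate limit, mean inhibition of low control wells plus 3 SD, cut at about 25% in these data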;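 note: 0% = DMSO wells with enzyme and 100% = wells lacking Arfgap1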
# Target sequence (Q62848 1-136 limits assumed): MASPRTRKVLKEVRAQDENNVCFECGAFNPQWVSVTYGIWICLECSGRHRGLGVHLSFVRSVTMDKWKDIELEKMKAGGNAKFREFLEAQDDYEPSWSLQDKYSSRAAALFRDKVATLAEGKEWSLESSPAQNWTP
#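 system = rat Arfgap1 catalytic domain, aa 1-136 | technique = FP, GDP Alexa 633 tracer displaced from anti-GDP antibody, 620/688 nm | compound = one concentration, 16.5 µM, DMSO 1.26% | medium = HEPES-based buffer, pH 7.5 | timing = compound-enzyme preincubation 20 min, reaction 120 min, detection 60 min, 25 °C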
# DDE Tn6 FP inh = DD(E)-Tn6 binding inhibition, primary FP screen; P02675; Fibrin DD(E) TRITC-Tn6 fluorescence polarization displacement; inhibition, % at 8.3 µM; actives 0.21% (n = 370,000);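 active = inhibition above a per-campaign cutoff: mean of compounds within control limits plus 3 SD, cut at about 15% in these data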;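 note: 0% = median of all compound wells on the plate and 100% = blocking peptide control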
# PLCb3 inh = PLC-beta3 (human) inhibition, primary screen; actives 0.18% (n = 370,000); Q01970; Purified PLC-beta3, fluorogenic substrate, fluorescence; AID 720704; inhibition, % at 12.2 µM; in the data active = inhibition above about 11%;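 note: 0% = median of compound wells on plate and 100% = full blocker control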
# DDE Tn7 FP inh = disrupts Tn7 cyclic peptide binding to fibrin D-Dimer-E complex. P02675. FP displacement of FITC-Tn7 peptide from fibrin DD(E); 0% = median of compound wells per plate. inhibition, % at 8.3 µM. actives 0.13% (n = 370,000);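 active = inhibition above the mean of compounds falling within the control limits plus 3 SD of them, cut at about 14% in these data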;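 note: 0% = plate median of compound wells and 100% = 10 µM Aha-Tn7 peptide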
#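 Also added: labelled Tn7 tracer, 0.1 µM; Assay system: human fibrin DD(E) protein; Amount: 2 µM fibrin DD(E); Schedule: 10 min compound pre-incubation, 3 h probe incubation at room temperature; Repeats: one replicate per compound; Read-out basis: percent inhibition; Measured by: fluorescence polarization of the labelled Tn7 tracer.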
# PLCg1 inh = inhibitors of human phospholipase C gamma1; P19174; purified PLC-gamma1, fluorogenic substrate, fluorescence; inhibition, % at 12.2 µM; actives 0.84% (n = 370,000); in the data active = inhibition above about 9.5%
# NR1D1 modulator = Rev-erb alpha (human) modulation | activity, % at 10 µM | AID 1259318 | Rev-erbα–FITC-DNA binding, fluorescence polarization, 90 min | actives 0.79% (n = 370,000);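 active = activity above about 14%, limit read from the data; passing the limit was not always enough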;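 note: 0% = DMSO wells with 35 nM protein and 100% = DMSO wells with 750 nM protein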
# ASAP1 inh = ASAP1 ArfGAP inhibition; Q9ULH1; ASAP1-stimulated ARF1 GTP hydrolysis, GDP FP detection; inhibition, % at 16.5 µM; actives 0.19% (n = 360,000); in the data active = inhibition above about 25%;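 note: 0% = vehicle with enzyme and substrate and 100% = no enzyme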
# UHRF1 MBD2 ctr = UHRF1 methyl-DNA binding inhibition. Q96T88. UHRF1 binding to methylated oligo, TR-FRET. inhibition, % at 4.4 µM. actives 0.75% (n = 370,000); in the data active = inhibition above about 21%;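 note: UHRF1 SRA domain binding a hemimethylated CpG hairpin DNA probe; 0% = median of test compound wells and 100% = reference inhibitor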
# Target sequence (Q96T88 whole entry, looked up, the tested form may be a part): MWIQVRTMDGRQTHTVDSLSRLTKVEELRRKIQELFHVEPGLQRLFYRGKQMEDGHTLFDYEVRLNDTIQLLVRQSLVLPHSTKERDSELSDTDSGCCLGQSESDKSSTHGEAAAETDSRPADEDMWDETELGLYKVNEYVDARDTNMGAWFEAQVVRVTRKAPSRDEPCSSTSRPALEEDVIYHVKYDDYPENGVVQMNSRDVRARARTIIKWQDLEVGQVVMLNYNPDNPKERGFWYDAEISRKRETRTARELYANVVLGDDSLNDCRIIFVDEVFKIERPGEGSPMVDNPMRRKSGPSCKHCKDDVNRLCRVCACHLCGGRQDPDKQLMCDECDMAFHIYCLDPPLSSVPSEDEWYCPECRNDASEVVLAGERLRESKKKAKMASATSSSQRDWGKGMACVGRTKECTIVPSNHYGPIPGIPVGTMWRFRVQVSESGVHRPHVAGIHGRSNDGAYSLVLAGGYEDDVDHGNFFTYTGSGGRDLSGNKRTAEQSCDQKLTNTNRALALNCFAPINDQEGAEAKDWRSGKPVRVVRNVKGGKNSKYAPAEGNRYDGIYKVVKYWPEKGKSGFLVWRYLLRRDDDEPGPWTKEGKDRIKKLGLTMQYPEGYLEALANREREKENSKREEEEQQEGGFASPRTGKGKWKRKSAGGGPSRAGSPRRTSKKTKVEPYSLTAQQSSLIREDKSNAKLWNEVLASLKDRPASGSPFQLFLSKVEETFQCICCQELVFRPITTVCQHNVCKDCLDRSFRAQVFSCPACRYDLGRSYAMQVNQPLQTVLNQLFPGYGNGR
# sPLA2-III inh = Blocks human group III sPLA2 activity | QFRET BODIPY PC-A2 liposome hydrolysis, fluorescence | inhibition, % at 12.2 µM | actives 0.56% (n = 370,000);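 active = inhibition above mean plus 3 SD of compounds lying within the high and low control bounds, cut at about 19% in these data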;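 note: 0% = median of test compound wells and 100% = no enzyme DMSO wells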
# * marks the source's active call; other numbers are inactive results; . = not tested or not shown.
SMILES,proKLK7 act,ARFGAP1 inhibitor,DDE Tn6 FP inh,PLCb3 inh,DDE Tn7 FP inh,PLCg1 inh,NR1D1 modulator,ASAP1 inh,UHRF1 MBD2 ctr,sPLA2-III inh
COc1ccc(CCC(C)Nc2ccc(F)cc2)cc1 (centres undefined),0.1,-7,-2,2,-4,-2,7,-14,-2,-3
CCOc1cc(/C=N/NC(=O)CSc2nncn2C)ccc1OCC(N)=O,0.3,1,0,-5,8,-19,-5,1,4,18
CCc1nc2c(OCCC3CCCCC3)cccn2c1N(C)C(=O)c1ccc(OC)cc1,-0.3,-8,-7,-11,0,0,9,-7,4,7
Cc1ccc(C)c2nc3sc(C(=O)N4CCCc5ccccc54)c(N)c3cc12,0.1,3,0,-200,-8,-77,1,-8,-3,-3
CC(=O)c1cccc(NC(=O)COC(=O)COc2ccccc2C)c1,-0.4,1,5,-1,9,-2,7,0,-1,-4
O=C(NCc1ccc(Cl)cc1)c1ccc(N2CCCC2=O)cc1,0.1,2,0,-5,1,-2,8,3,1,2
Cc1ccc(CC(=O)NCCCn2ccnc2)cc1,0.0,-6,6,4,3,-1,3,-3,0,-5
C#CCOc1ccc2c3c(c(=O)oc2c1)CCCC3,-4.4,-8,-8,-38,11,-30,-4,3,-3,-10
C#CCOCCOCCOCCNc1nc(N2CCN(C(=O)CCCCCCCCCCNC(=O)[C@H](CO)n3cc(CCCSC)nn3)CC2)nc(N2CCN(C(=O)CCCCCCCCCCNC(=O)[C@H](CO)n3cc(CCCSC)nn3)CC2)n1,0.1,-3,3,3,-3,-1,-1,8,-1,-62
Cc1ccc(OCCCC(=O)Nc2nccs2)cc1,-0.6,-9,4,3,3,2,-4,6,2,-1

# Entries of single compounds from above. Order of screens: proKLK7 act, ARFGAP1 inhibitor, DDE Tn6 FP inh, PLCb3 inh, DDE Tn7 FP inh, PLCg1 inh, NR1D1 modulator, ASAP1 inh, UHRF1 MBD2 ctr, sPLA2-III inh
# `CCOc1cc(/C=N/NC(=O)CSc2nncn2C)ccc1OCC(N)=O` across the screens: 0.3, 1, 0, -5, 8, -19, -5, 1, 4, 18
# `C#CCOc1ccc2c3c(c(=O)oc2c1)CCCC3` across the screens: -4.4, -8, -8, -38, 11, -30, -4, 3, -3, -10
# `COc1ccc(CCC(C)Nc2ccc(F)cc2)cc1` (centres undefined) across the screens: 0.1, -7, -2, 2, -4, -2, 7, -14, -2, -3
# `Cc1ccc(C)c2nc3sc(C(=O)N4CCCc5ccccc54)c(N)c3cc12` across the screens: 0.1, 3, 0, -200, -8, -77, 1, -8, -3, -3
# `CCc1nc2c(OCCC3CCCCC3)cccn2c1N(C)C(=O)c1ccc(OC)cc1` across the screens: -0.3, -8, -7, -11, 0, 0, 9, -7, 4, 7

# (more compounds)
SMILES,proKLK7 act,ARFGAP1 inhibitor,DDE Tn6 FP inh,PLCb3 inh,DDE Tn7 FP inh,PLCg1 inh,NR1D1 modulator,ASAP1 inh,UHRF1 MBD2 ctr,sPLA2-III inh
COc1cc(NC(=O)C2C3CCC(O3)C2C(=O)O)cc(OC)c1 (centres undefined),0.0,-3,-3,-1,-1,0,-5,8,0,11
Cc1nc(CC(=O)Nc2nc(-c3ccccc3)cs2)cs1,-0.3,4,3,2,8,0,-7,1,-3,0
Cc1ccc(CN2CC(C(=O)OCc3ccccc3Cl)CC2=O)cc1 (centres undefined),0.7,5,0,-14,-4,-4,-3,-10,2,0
CCOC(=O)[C@H]1[C@H]2COc3ccccc3[C@@H]2N2C(=O)c3cc(F)c(F)cc3NC(=O)[C@@]12C,0.1,-4,10,5,-1,4,-2,3,0,0
CC(=O)Nc1ccc(S(=O)(=O)N2CCN(C(=O)N3CCOCC3)CC2)cc1,-0.1,-1,6,3,3,1,7,-24,3,16
COc1ccc(-c2c(=O)n(OC)c3ccccc3[n+]2[O-])cc1OC,-5.7,1,-9,-73,5,-55,0,0,-10,-3
O=C(Cc1cccc(NC(=O)C2CCN(C(=O)CCc3ccccc3)CC2)c1)Nc1cccc(C(=O)N2CCCCC2)c1,-0.3,7,2,-1,11,-3,-5,-7,-2,-20
Cc1ccc(-c2nc3c(Cl)cc(C(F)(F)F)cn3c2Cc2ccccc2)cc1,-0.5,-3,-6,-4,-7,1,8,2,7,-4
CNS(=O)(=O)c1cc(NC(=O)c2cccc3cccnc23)ccc1C,-0.2,11,4,-4,-5,1,-26,-22,-10,-23
O=C(N/N=C\c1ccc(Cl)cc1Cl)c1sccc1-n1cccc1,0.4,5,-1,-6,1,-4,5,3,-2,-16
NNC(=O)c1ccccc1OCCOc1ccccc1,0.2,6,11,-4,10,-1,1,1,-2,3
COCCNC(=O)CSc1nc2ccccc2c2nc(C)nn12,0.4,12,-6,-1,-2,1,-7,4,3,7
O=C(c1ccco1)N1CCN(C(=O)c2cn(-c3ccccc3)nc2-c2ccc(F)cc2)CC1,0.1,0,2,-6,2,6,4,-3,0,1
Cc1cccc(N(CC(=O)Nc2ccccc2F)S(C)(=O)=O)c1,0.2,4,0,3,-1,3,1,-13,3,3
O=C1N[C@@H](Cc2ccccc2)C(=O)N2[C@H]1C[C@]1(Br)c3ccccc3N(S(=O)(=O)c3ccccc3)[C@H]21,-0.1,5,8,3,-1,-1,-3,9,3,-11
CC(=O)Nc1ccc(NC(=O)CN(c2ccc(C(C)C)cc2)S(=O)(=O)c2ccccc2)cc1,-0.4,-7,-4,2,5,4,-3,3,6,4
O=C(NC1CCC1)c1ccc(C#CC2CC2)c[n+]1[O-],-0.4,.,1,-5,-1,-3,0,.,2,14
Cc1ccc(NC(=O)c2ccco2)c(NC(=O)Cc2cccs2)c1,0.7,-8,-4,-2,0,3,-4,-5,0,7
Fc1ccc(NC(=S)NC2CCN(Cc3ccccc3)CC2)cc1,0.5,13,6,-2,5,-2,-7,5,-1,1
CCCCOc1ccc(C(=O)N/C(=C/C=C/c2ccccc2)C(=O)O)cc1,0.4,4,-4,-4,0,5,2,-1,4,-44
Cc1ccc(C(=O)c2ccc(N3CCN(C)CC3)c([N+](=O)[O-])c2)cc1,0.5,10,-4,4,-7,5,0,-7,-3,-8
O=C(CCC(=O)Nc1nnc(C2CCCCC2)s1)Nc1ccccc1,0.2,2,0,-5,4,0,0,-6,-1,4
COc1ccc(C(=O)N2CCCC(C)(C(=O)NS(=O)(=O)C3CC3)C2)cc1 (centres undefined),0.1,9,4,5,12,6,4,-9,0,-2
S=C(N/N=C/c1ccc(Cl)c(Cl)c1)Nc1ccccc1Cl,-0.5,4,10,-8,9,0,-1,4,-6,-1
Cc1cc2nc(NC(=O)C3(C)CCN(C)C3)[nH]c2cc1C (centres undefined),0.1,2,2,-15,-3,-12,-4,10,0,1
O=C(CN(Cc1ccccc1)S(=O)(=O)c1ccc(F)cc1)NCCC1=CCCCC1,1.2,1,-13,2,-4,3,12,0,4,-4
O=C(O)c1ccc(C(=O)C(=O)c2ccccc2)cc1,0.1,2,1,-10,2,1,4,-14,4,9
O=C(CSc1ccc2nnc(-c3cccnc3)n2n1)N1CCOCC1,2.7,-2,-3,-81,5,-60,-5,4,1,15
COc1ccc(OCc2nc(C#N)c(NCCCn3ccnc3)o2)cc1,-0.1,6,-3,-4,5,-1,3,-2,-3,2
C=CCn1c(SCc2nc3ccccc3c(=O)[nH]2)nc2ccccc2c1=O,-1.5,8,3,-4,-6,-3,4,1,-4,-6
Cc1nc2cc(NC(=O)N3CCN(c4ccccn4)CC3)ccc2o1,0.6,-2,-3,0,5,0,-3,0,-7,5
CNC(=S)N1N=C(c2ccc(C)cc2)CC1c1ccc(OC)c(OC)c1 (centres undefined),0.3,10,0,6,-7,0,3,3,6,-5
O=C(CNc1ccc2ccccc2c1)N/N=C/c1ccc([N+](=O)[O-])o1,-1.4,-2,1,-6,2,-4,-1,5,-3,-1
O=C(CCc1nc(-c2ccccc2)no1)Nc1cccc(C(=O)NC2CC2)c1,-0.1,-9,-1,-7,1,-2,-3,3,0,13
CSCCC(NC(=O)c1c(C)oc2c1CCCC2)C(=O)O (centres undefined),0.0,0,6,-3,3,-3,1,-6,-3,-2
O=S(=O)(NC1CC1)c1ccc(Br)cc1N1CCC[C@H]1CO,0.1,-7,1,-1,4,2,5,13,-1,-1
C/C(=N\NC(=O)c1nnn(-c2nonc2N)c1-c1ccccc1)c1ccco1,-0.1,0,-1,-11,7,-2,0,11,-1,-6
O=S(=O)(CC=CCS(=O)(=O)c1ccccc1)c1ccccc1,-0.2,12,-3,-4,-5,0,0,14,1,1
COc1ccc(C(=O)NCC(=O)NCC2(N(C)C)CCCCC2)cc1OC,0.1,-5,-1,-1,5,2,1,2,-1,2
CCCCN(C(=O)c1ccc(OC)c([N+](=O)[O-])c1)c1c(N)n(CCC)c(=O)[nH]c1=O,-0.4,-9,7,-6,6,-1,-3,4,2,4
Cc1ccc(CNc2cnccn2)s1,-1.1,5,0,-9,4,-5,-4,3,3,10
C/C=C/C(=O)NCCc1ccc(OC)c(OC)c1,-0.2,-3,-9,1,-9,0,5,0,-1,-4
CCOC(=O)Cc1csc(CC(N)=O)n1,0.7,-8,3,0,0,5,2,0,2,4
Cc1[nH]c(=O)[nH]c(=O)c1S(=O)(=O)N1CCCc2ccccc21,0.6,-7,8,3,4,2,-4,4,1,1
COc1ccc(CN(C)C(=O)Cc2c[nH]c3ccccc23)c(OC)c1OC,0.2,6,-9,-7,-8,4,4,3,1,-84
O=C(Nc1ccc(Cl)cc1)N1CCN(c2ccc3nnc(-c4ccc(F)cc4)n3n2)CC1,-4.2,0,-4,-11,-3,-5,-3,7,-8,-29
c1ccc(CCCc2nc(-c3cccnc3)no2)cc1,-0.1,-1,-10,-1,-1,1,5,-5,0,-2
COc1ccc2cc(C(=O)N3CCN(c4cccc(C)c4C)CC3)[nH]c2c1,-1.0,1,-3,-26,-6,-20,4,-9,-3,3
O=C(Nc1ccc(Cl)c(S(=O)(=O)N2CCOCC2)c1)c1ccncc1,0.1,4,3,0,-2,-2,-6,4,-2,-12
CC1=C(C#N)CCC(=O)N1Cc1c(F)cccc1Cl,0.3,-9,-3,2,-3,2,0,-1,-1,1
# The results go on:
SMILES,proKLK7 act,ARFGAP1 inhibitor,DDE Tn6 FP inh,PLCb3 inh,DDE Tn7 FP inh,PLCg1 inh,NR1D1 modulator,ASAP1 inh,UHRF1 MBD2 ctr,sPLA2-III inh
COc1ccc(/C=N/NC(=O)c2ccc(Cl)cc2)cc1COC(C)=O,0.7,-9,1,-6,1,-9,2,6,10,-11
C[C@@H]1CN(S(=O)C(C)(C)C)[C@@H](CCO)/C1=C\CCO (some centres undefined),1.1,-1,-6,-2,-4,-1,-4,-8,-3,0
Cc1cc(C(=O)CSc2n[nH]c(N)n2)c(C)n1-c1cccc(F)c1,-0.2,-3,2,-2,-6,0,6,9,-2,-9
CC1CCN(C(=O)COC(=O)c2ccc3c(c2)C(=O)N(Cc2ccco2)C3=O)CC1,0.8,3,-2,4,-8,3,2,2,-2,2
COc1ccc(-c2nnc(SCC(=O)N/N=C/c3ccccc3C(=O)O)n2-c2ccccc2)cc1,-0.4,-2,1,3,-3,14*,6,13,6,-6
Clc1ccc(-c2noc(/C=C/c3ccccc3)n2)cc1,-0.2,15,-3,4,6,3,2,19,4,9

# Screening data (PubChem BioAssay)
